Efflux pump inh = inhibitors of Candida antifungal efflux pumps expressed in yeast; S. cerevisiae Candida pump triplex, Nile Red efflux; inhibition, % at 10 µM; hit rate 0.44% among 330,000;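 active means plate passing quality check with inhibition over a set limit, or well fluorescence over plate mean plus 4 SD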;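 further: Nile Red retained in pooled yeast measured as flow cytometry median fluorescence; 0% = buffer negative control and 100% = Enniatin B positive control; higher means more Nile Red kept so more efflux inhibition; some compounds called inactive have numbers as strong as hits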
PREPL inh = inhibits the human prolyl oligopeptidase-like enzyme | Q4J6C6 | recombinant PREPL, fluorescence polarization activity-based probe | inhibition, % at 5.96 µM | hit rate 0.68% among 320,000 | AID 2751; in the data active means inhibition above about 43%;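 further: 0% = enzyme with DMSO and 100% = wells lacking enzyme; many of its hits are not listed in these tables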
Target sequence (Q4J6C6 whole entry, looked up): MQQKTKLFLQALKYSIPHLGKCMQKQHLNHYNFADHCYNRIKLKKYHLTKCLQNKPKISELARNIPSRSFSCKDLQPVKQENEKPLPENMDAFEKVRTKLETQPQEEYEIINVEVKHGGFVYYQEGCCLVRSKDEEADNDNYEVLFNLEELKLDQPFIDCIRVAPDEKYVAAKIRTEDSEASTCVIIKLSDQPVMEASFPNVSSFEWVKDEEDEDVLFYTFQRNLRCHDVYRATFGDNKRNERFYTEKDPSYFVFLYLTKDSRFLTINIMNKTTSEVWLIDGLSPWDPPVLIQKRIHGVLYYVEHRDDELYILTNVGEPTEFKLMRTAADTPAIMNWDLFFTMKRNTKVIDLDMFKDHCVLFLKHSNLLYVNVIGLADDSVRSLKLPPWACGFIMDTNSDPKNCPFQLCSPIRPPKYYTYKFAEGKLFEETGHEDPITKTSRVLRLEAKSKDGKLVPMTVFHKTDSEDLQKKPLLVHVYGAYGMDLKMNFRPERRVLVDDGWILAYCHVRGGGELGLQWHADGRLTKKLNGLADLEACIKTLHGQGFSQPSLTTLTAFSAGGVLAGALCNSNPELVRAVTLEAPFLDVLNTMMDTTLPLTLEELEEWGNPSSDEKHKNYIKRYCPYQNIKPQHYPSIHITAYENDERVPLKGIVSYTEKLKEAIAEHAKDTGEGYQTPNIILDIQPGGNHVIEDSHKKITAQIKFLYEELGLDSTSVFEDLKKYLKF
ZTA DNA inh = blocks Epstein-Barr virus ZTA, an EBNA-1 counter-screen | ZTA-DNA binding, fluorescence polarization | P03206 | AID 2234 | inhibition, % at 11 µM | hit rate 0.15% among 320,000; in the data active means inhibition above about 33%
PP5 inh = inhibitors of human protein phosphatase 5 (PP5) | hit rate 0.18% among 320,000 | AID 1987 | P53041 | purified PP5c, OMFP substrate fluorescence | inhibition, % at 6.7 µM;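 active means inhibition above the campaign's mean inhibition across all tested compounds plus 3 SD, cut at about 9.5% in these data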;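 further: 0% = DMSO only and 100% = 100 µM cantharidin control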
EBNA-1 inhibitor = blocks EBNA-1 binding to DNA; EBNA-1 DNA binding, fluorescence polarization; inhibition, % at 14.8 µM; hit rate 0.34% among 300,000; AID 1950; in the data active means inhibition above about 28%
TPT1 inhibitor = inhibitors of Candida albicans tRNA 2'-phosphotransferase TPT1. recombinant caTPT1, FP RNA substrate dephosphorylation. inhibition, % at 5 µM. hit rate 0.81% among 300,000;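 active means inhibition above the mean of all tested compounds plus 3 SD, set per screening campaign, cut at about 24% in these data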;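 further: plate controls were DMSO alone for no effect and ferristatin control at 100 nM for full effect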
CTSL1 counter = counter-screen for PFM18AAP inhibitors: inhibitors of F. hepatica cathepsin L1; recombinant F. hepatica cathepsin L1, Z-Leu-Arg-MCA fluorescence; inhibition, % at 5.96 µM; hit rate 0.49% among 300,000;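 active means inhibition above the mean of all tested compounds plus 3 SD, set per screening campaign, cut at about 17% in these data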;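 further: 0% = plate median of test compound wells and 100% = 1 µM Z-Phe-Ala-diazomethylketone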
PP1 inh = blocks human PP1-alpha phosphatase, a PP5 counter-screen; P62136; inhibition, % at 6.7 µM; AID 2235; hit rate 0.9% among 320,000; purified PP1alpha, OMFP fluorescence;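 active means inhibition above the mean inhibition of all tested compounds plus 3 SD, computed separately for each screening campaign, cut at about 15% in these data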
Target sequence (P62136 whole entry, looked up): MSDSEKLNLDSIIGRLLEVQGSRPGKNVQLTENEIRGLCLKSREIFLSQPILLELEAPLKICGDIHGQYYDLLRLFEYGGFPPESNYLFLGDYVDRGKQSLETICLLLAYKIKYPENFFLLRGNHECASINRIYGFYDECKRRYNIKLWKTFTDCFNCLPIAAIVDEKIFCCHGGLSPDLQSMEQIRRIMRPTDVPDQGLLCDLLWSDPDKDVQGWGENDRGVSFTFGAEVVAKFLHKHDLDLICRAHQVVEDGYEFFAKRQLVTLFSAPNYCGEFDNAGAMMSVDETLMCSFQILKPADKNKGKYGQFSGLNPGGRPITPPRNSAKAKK
HCV core dimer = HCV core protein dimerization inhibition | AID 1899 | hit rate 0.33% among 300,000 | inhibition, % at 5 µM | TR-FRET GST/Flag-core106 dimerization, 1536-well;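 active means inhibition above the mean of all tested compounds plus 3 SD, set per screening campaign, cut at about 45% in these data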
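Material: Tagged HCV core106 pair (GST and Flag) | Amount: GST-core106 13.5 nM, Flag-core106 17 nM | Medium: KF-containing HEPES buffer, pH 7.45, DTT, CHAPS, BSA | Reagent: Eu donor and XL665 acceptor anti-tag antibodies | Schedule: 4 h at 22.5 °C | Technique: Time-resolved FRET, ex 340 nm, em 617 and 671 nm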
The depositor's hits bear a star; . = no result given. A portion of the library, so the mix of outcomes need not match the whole.

smiles,Efflux pump inh,PREPL inh,ZTA DNA inh,PP5 inh,EBNA-1 inhibitor,TPT1 inhibitor,CTSL1 counter,PP1 inh,HCV core dimer
CC(C(=O)c1c[nH]c2ccccc12)N1CCc2ccccc2C1 (centres undefined),-0.1,-3,-20,3.7,7,-4,2,2,-3
CC/C(=N\NC(=O)c1ccccc1)c1c(O)n(C2CCCCC2)c(=O)[nH]c1=O,0.1,-5,1,3.0,-12,0,2,0,-3
Cn1cc(C(=O)N2CCOCC2)c2ccccc21,0.2,6,6,0.4,3,-1,4,-2,-3
O=C1NC(=S)N(c2ccc(Br)cc2)C(=O)/C1=C/N1CCN(C(=O)c2ccco2)CC1,0.2,7,0,-0.8,-2,86*,8,-1,0
C[C@H]1C/C=C/[C@H]2[C@H](O)[C@H](C)[C@@](C)(O)[C@H]3[C@H](Cc4ccccc4)NC(=O)[C@]32[C@H](O)/C=C/[C@](C)(O)C1,0.3,5,5,6.1,-9,-4,-1,0,-3
CN1CCN(c2ccc(/C=C3\C(=O)NC(=S)N(c4cccc(Br)c4)C3=O)o2)CC1,0.1,-16,8,0.2,5,132*,1,1,10
CN(C)c1ccc(P(=S)(N(C)C)N(C)C)cc1,-0.1,8,13,1.9,7,-1,3,-2,2
CN1CCN(Cc2cc3c(cc2[N+](=O)[O-])OCO3)CC1,0.0,-3,3,-2.3,2,2,3,-3,9
O=C(CNC(=O)OCc1ccccc1)Nc1ccc(Br)cc1C(=O)c1ccccc1Cl,0.3,-1,13,-0.1,7,2,2,8,9
CCC(=O)N1N=C2C3CCN(CC3)C2C1c1ccccc1 (centres undefined),0.0,-3,-6,1.2,7,-1,0,-1,-4
C[Se]C[C@@H](N)C(=O)O,0.0,3,19,-2.7,6,-1,0,1,7
Cc1ccc(N2C(=O)NC(=O)/C(=C/c3cnn(-c4ccc(C)cc4)c3)C2=O)cc1,0.3,-7,6,-4.2,-9,1,-6,5,0
COC(=O)C1=C(c2ccc(F)cc2OCc2ccccc2)C[C@@H]2CC[C@H]1N2C(=O)NCc1cccc(C(F)(F)F)c1,-0.2,2,0,3.1,.,.,.,8,.
Cc1ccc2c(c1)CC1(CN2C)C(=O)NC(=O)N(c2ccc(C)c(C)c2)C1=O (centres undefined),-0.2,-9,-22,-1.7,-6,2,10,5,10
O=c1[nH]c(O)c(Cc2ccc3c(c2)OCO3)c(=O)[nH]1,-0.1,1,-5,-3.4,3,-4,3,-3,-3
c1cncc(CNC2=NCCC2)c1,-0.1,-3,-9,-1.4,3,-6,-3,-4,1
OC(c1ccc(F)cc1)(c1ccc(F)cc1)[C@@H]1CCCN1,0.0,15,8,-2.0,3,-1,0,-1,-6
COc1cccc(-n2nc(C(=O)N3CCC4(CC3)OCCO4)c3ccccc3c2=O)c1,-0.1,2,17,-1.3,5,0,-1,-3,3
Cc1cccc(N/N=C/c2c(O)[nH]c(=S)[nH]c2=O)c1,.,5,-4,1.1,3,6,0,-2,-11
O=C1NC(=O)N(Cc2ccc(F)cc2)C(=O)/C1=C\c1ccc(N2CCCC2)cc1,0.3,5,15,2.1,-2,82*,5,2,40
COc1cc2c(cc1O)[C@@H]1Cc3ccc(OC)c(O)c3CN1CC2,0.1,10,1,6.3,-10,-3,65*,-1,-16
COc1cccc(CC(=O)N(C)C2CCCN(Cc3ccccc3F)C2)c1 (centres undefined),0.2,11,-6,2.0,-10,6,0,-4,-15
CCCCCCCCC(=O)NCc1ccc(O)c(OC)c1,-0.2,4,0,0.7,5,-1,4,-1,3
COC(=O)C1=C(c2ccc(F)cc2OCc2ccccc2)C[C@@H]2CC[C@H]1N2C(=O)NCC1CC1,0.1,6,7,2.3,.,.,.,2,.
O=C(Nc1ccccc1)N1CC2CC(C1)c1cccc(=O)n1C2 (centres undefined),-0.5,4,-12,-1.8,6,0,-2,1,-3
O=C1C2CCCN2C(c2ccc(Cl)c(Cl)c2)N1c1ccccn1 (centres undefined),0.3,0,5,3.0,-6,5,-5,1,3
C=C1C2C[C@@]3([C@@H]1O)[C@@H](C[C@@H]2O)[C@@]12C4[C@@H]3C[C@@H]1[C@@](C)(CC[C@@H]2O)CN4CC,0.0,2,17,3.2,-8,0,0,-1,7
Cc1ccccc1NC(=O)Cc1nc(COC(=O)Cc2ccccc2)cs1,-0.2,14,-2,-5.7,.,.,.,1,.
COC(=O)C1=C(c2ccc(C(C)=O)cc2)C[C@@H]2CC[C@H]1N2C(=O)NC1CC1,-0.2,14,8,-0.5,.,.,.,0,.
O=c1c(/C=N/N2CCOCC2)c(O)n(-c2ccccc2)c(=S)n1-c1ccccc1,-0.1,-6,4,1.9,5,6,0,0,1

(list continues)
smiles,Efflux pump inh,PREPL inh,ZTA DNA inh,PP5 inh,EBNA-1 inhibitor,TPT1 inhibitor,CTSL1 counter,PP1 inh,HCV core dimer
CCCCN1C(=O)/C(=C\c2ccco2)C(=O)N(CCc2ccccc2)C1=O,0.0,-12,12,0.6,8,43*,-2,10,25
O=C1NC(=O)N(Cc2cccs2)C(=O)/C1=C/c1ccc(N2CCOCC2)cc1,0.0,-7,1,-2.6,6,11,1,-6,-4
C=CCN1CCc2cccc3c2[C@H]1Cc1ccc(O)c(O)c1-3,-0.1,15,-5,2.2,-8,-4,-3,5,-2
O=C(Nc1ccccc1OC(=O)N1CCCCC1)N1CCCCC1,0.0,3,-17,1.7,7,1,-3,0,-1
Cc1nc2ccccc2c(=O)n1-c1cc(F)ccc1F,-0.4,9,-19,0.4,-4,-5,2,-4,-3
Cc1cc(C(=O)OCC(=O)Nc2ccc(F)cc2F)c(C)n1C1CC1,0.2,13,0,1.3,.,.,.,2,.
O=C(c1ccc(Cl)cc1)C1CCCN(Cc2cccc3ncccc23)C1 (centres undefined),-0.1,-33,-2,-0.2,-7,-3,-3,2,4
CCOc1cc2c(cc1OCC)-n1cccc1C(c1cccc(F)c1)NC2 (centres undefined),0.1,-6,11,9.2,6,1,-1,-2,-5
[Cl][Pt+2][Cl].[NH-]C1CCCCC1[NH-] (centres undefined),0.0,-6,7,-0.1,-1,-1,40*,0,1
CN(C)c1ccc(C=C2C(=O)NC(=O)NC2=O)cc1[N+](=O)[O-],0.2,10,-4,0.2,-4,5,5,-4,3
CC(C)C(=O)Nc1ccc(S(=O)(=O)N2CC3CC(C2)c2cccc(=O)n2C3)cc1 (centres undefined),0.1,10,-14,1.1,-1,2,-2,-5,-6
C=C[C@@H]1C[C@@]1(C)[C@@H](NP(=O)(c1ccccc1)c1ccccc1)c1ccccc1,0.1,48*,9,-0.9,9,-3,3,4,4
CC(C)CCn1c(=O)c(C(=O)NCc2ccc3c(c2)OCO3)c(O)c2ccccc21,0.0,4,-4,1.9,0,-3,2,-1,9
O=C(CCc1nnc2ccc(NCc3ccc(F)cc3)nn12)N1CCC2(CC1)OCCO2,0.1,30,14,2.1,-4,1,-4,2,-8
Cc1cc(/C=C2/C(=O)NC(=O)N(C)C2=O)c(C)n1-c1ccccc1,-0.3,1,4,-1.4,4,1,3,-1,-1
COC(=O)c1ccccc1-n1c(C)nc2ccccc2c1=O,0.0,-2,6,2.1,8,3,-2,-2,-6
FC(F)(F)c1ccc(CNCCc2ccc3c(c2)OCO3)cc1,-0.1,-33,-3,1.9,5,-3,-1,3,1
Cc1ccc2c(c1)CC1(CN2C)C(=O)NC(=O)N(c2cccc(C)c2C)C1=O (centres undefined),0.1,0,6,0.0,0,1,-4,-4,1
C[N+]1(CCC(C(N)=O)(c2ccccc2)c2ccccc2)CCCCC1,0.5,16,-23,3.0,-9,-4,-1,3,-10
Cn1c(O)c(C=Nc2ccc(F)cc2)c(=O)[nH]c1=O,0.0,-8,17,0.8,4,1,1,0,6
O=C(c1cccnc1)C1CCCN(Cc2nc(-c3cnccn3)no2)C1 (centres undefined),-0.2,0,-1,0.9,2,-5,1,-7,2
CC/C(=N\N1CCCCCC1)c1c(O)n(-c2ccc(C)cc2)c(=O)[nH]c1=O,0.0,5,-26,0.7,-4,1,4,-1,0
CSc1ccc(C(=O)C2CCCN(Cc3cc4ccccc4[nH]3)C2)cc1 (centres undefined),-0.2,-27,-17,0.0,-13,-5,2,5,-3
O=C(Cc1ccccc1)N1CCN(CC2CC3C=CC2C3)CC1 (centres undefined),0.1,12,-5,0.4,9,-1,-3,-1,-1
Oc1ccc(/C=N/NP(=S)(c2ccccc2)c2ccccc2)cc1,-0.1,-2,-13,1.3,3,-2,1,-1,0

15 structures out of the list, sorted by molecular weight, highest first.
smiles,Efflux pump inh,PREPL inh,ZTA DNA inh,PP5 inh,EBNA-1 inhibitor,TPT1 inhibitor,CTSL1 counter,PP1 inh,HCV core dimer
O=C(CCc1nnc2ccc(NCc3ccc(F)cc3)nn12)N1CCC2(CC1)OCCO2,0.1,30,14,2.1,-4,1,-4,2,-8
CC(C)CCn1c(=O)c(C(=O)NCc2ccc3c(c2)OCO3)c(O)c2ccccc21,0.0,4,-4,1.9,0,-3,2,-1,9
O=C1NC(=O)N(Cc2cccs2)C(=O)/C1=C/c1ccc(N2CCOCC2)cc1,0.0,-7,1,-2.6,6,11,1,-6,-4
C=C[C@@H]1C[C@@]1(C)[C@@H](NP(=O)(c1ccccc1)c1ccccc1)c1ccccc1,0.1,48*,9,-0.9,9,-3,3,4,4
[Cl][Pt+2][Cl].[NH-]C1CCCCC1[NH-] (centres undefined),0.0,-6,7,-0.1,-1,-1,40*,0,1
Cc1ccc2c(c1)CC1(CN2C)C(=O)NC(=O)N(c2cccc(C)c2C)C1=O (centres undefined),0.1,0,6,0.0,0,1,-4,-4,1
CCOc1cc2c(cc1OCC)-n1cccc1C(c1cccc(F)c1)NC2 (centres undefined),0.1,-6,11,9.2,6,1,-1,-2,-5
CSc1ccc(C(=O)C2CCCN(Cc3cc4ccccc4[nH]3)C2)cc1 (centres undefined),-0.2,-27,-17,0.0,-13,-5,2,5,-3
O=C(c1cccnc1)C1CCCN(Cc2nc(-c3cnccn3)no2)C1 (centres undefined),-0.2,0,-1,0.9,2,-5,1,-7,2
Cc1cc(C(=O)OCC(=O)Nc2ccc(F)cc2F)c(C)n1C1CC1,0.2,13,0,1.3,.,.,.,2,.
C[N+]1(CCC(C(N)=O)(c2ccccc2)c2ccccc2)CCCCC1,0.5,16,-23,3.0,-9,-4,-1,3,-10
O=C(Nc1ccccc1OC(=O)N1CCCCC1)N1CCCCC1,0.0,3,-17,1.7,7,1,-3,0,-1
FC(F)(F)c1ccc(CNCCc2ccc3c(c2)OCO3)cc1,-0.1,-33,-3,1.9,5,-3,-1,3,1
CN(C)c1ccc(C=C2C(=O)NC(=O)NC2=O)cc1[N+](=O)[O-],0.2,10,-4,0.2,-4,5,5,-4,3
Cc1nc2ccccc2c(=O)n1-c1cc(F)ccc1F,-0.4,9,-19,0.4,-4,-5,2,-4,-3

As entered above:
In TPT1 inhibitor, `OC(c1ccc(F)cc1)(c1ccc(F)cc1)[C@@H]1CCCN1` shows -1
In EBNA-1 inhibitor, `O=C1NC(=O)N(Cc2cccs2)C(=O)/C1=C/c1ccc(N2CCOCC2)cc1` shows 6

Screening data from PubChem.
